NS5 inhibitors: Dengue-2 NS5 methyltransferase inhibitors, primary screen, biochemical, confirmation dose response (AID 588689) | Genome polyprotein (Dengue virus type 2 (strain 16681-PDK53)) | Dengue-2 NS5 methyltransferase capping enzyme assay, biochemical; higher % means a stronger effect | inhibition, % at 25 µM, or IC50 in µM where a hit was titrated | actives 0.3% (n = 340,000); in the data active = a potency from the dose series
NS5 inhibitors pilot replicate: recorded beside NS5 inhibitors, whose call it bears; inhibition, %; measured here: pilot screen replicate inhibition
Starred values were filed as active, the others as inactive.

SMILES	NS5 inhibitors	others
CSCCC(NC(=O)c1cccc([N+](=O)[O-])c1)C(=O)OCC(=O)N1CCCC1=O (stereo not given)	-7%
Cn1c(=O)c2[nH]c(C3CC=CCC3)nc2n(C)c1=O (stereo not given)	-5%
Cc1ccc(S(=O)(=O)N2CCC(C(=O)OCC(=O)NCCc3ccccc3)CC2)cc1C	4%
Nc1nnc(SCC(=O)Nc2nnc(-c3ccccc3)o2)s1	5%
Nc1ncnc2c1ncn2[C@@H]1O[C@H](CNS(=O)(=O)c2ccc(-c3ccno3)s2)[C@@H](O)[C@H]1O	-1%	NS5 inhibitors pilot replicate=-4.6
COc1ccccc1[C@@H]1C(c2ccccc2)=NN(c2ccc(Br)cc2)[C@H]1C(=O)N1CCOC1=O	-3%	NS5 inhibitors pilot replicate=1.2
CCN(C[C@H]1N[C@@](C)(C(=O)OC)[C@H]2C(=O)N(C)C(=O)[C@@H]12)S(=O)(=O)c1ccc(OC(F)(F)F)cc1	-8%	NS5 inhibitors pilot replicate=0.3
CCCCN(CCCC)CCC(O)c1cc2c(Cl)cc(Cl)cc2c2cc(C(F)(F)F)ccc12 (stereo not given)	10%
COc1ccc(COC(=O)C2CC(=O)N(Cc3ccccc3)C2)cc1 (stereo not given)	-3%
C[C@@H]1CN([C@@H](C)CO)C(=O)CCCn2nncc2CO[C@@H]1CN(C)S(=O)(=O)c1ccc(Oc2ccccc2)nc1	0%
O=C1C(Br)=C(c2ccccc2)C(c2ccccc2)=C1c1ccccc1	1%
C[C@H](CO)N1C[C@H](C)[C@@H](CN(C)C(=O)Nc2ccccc2)Oc2c(NC(=O)C3CCCCC3)cccc2C1=O	-9%
C[C@@H]1O[C@@H](OC[C@H]2O[C@@H](Oc3c(-c4ccc(O)cc4)oc4cc(O)cc(O)c4c3=O)[C@H](O)[C@@H](O)[C@@H]2O)[C@H](O)[C@H](O)[C@H]1O	2%
Oc1ccc(C[C@@H]2CNCCN2CC2(c3ccccc3)CC2)cc1	-6%
Cc1ccccc1NS(=O)(=O)c1ccc(C(=O)N2CCCCCC2)cc1	-8%
CCCC1NC(=O)c2cccnc2-n2c1nc1ccc(OC)cc1c2=O (stereo not given)	-3%
CCCCCN(C(=O)COC(=O)c1ccc(C)cc1)c1c(N)n(CCCC)c(=O)[nH]c1=O	-6%
COc1ccccc1C(=O)O[C@H]1[C@H](Cc2ccccc2)NS(=O)(=O)[C@H]2C[C@@H]3C=C[C@]12O3	-4%
COc1ccc(CN(C)C(=O)c2ccc(NS(=O)(=O)c3ccc(C)c([N+](=O)[O-])c3)cc2)c(OC)c1OC	4%
O=C(COC(=O)c1ccc(O)cc1)NC1CCCCCCC1	0%
O=C(CSc1nc2ccccc2c(=O)n1-c1ccccc1)c1cccc([N+](=O)[O-])c1	7%
O=C1CSC(=S)N1Cc1ccccc1	-1%
CN(CC(=O)Nc1ccccc1Cl)C(=O)c1ccc(Cl)c(S(=O)(=O)N2CCCCCC2)c1	3%
C/C=C(/C)C(=O)OC1CC(C)(C)C[C@H]2C3=CC[C@@H]4[C@@]5(C)CCC(O[C@@H]6O[C@@H](C(=O)O)[C@@H](O)C(O[C@@H]7OC[C@H](O)[C@@H](O)[C@@H]7O[C@@H]7OC(CO)C(O)[C@@H](O)[C@@H]7O)C6O[C@@H]6OC(CO)C(O)C(O)C6O)[C@@](C)(CO)[C@@H]5CC[C@]4(C)[C@]3(C)CC(O)[C@@]12CO (stereo not given in full)	-3%
COC(=O)[C@]1(Cc2ccccc2)N[C@H](CN(C)S(=O)(=O)c2ccc(OC(F)(F)F)cc2)[C@@H]2C(=O)N(C)C(=O)[C@@H]21	3%	NS5 inhibitors pilot replicate=4.5

Additional compounds.
SMILES	NS5 inhibitors	others
CC12CCC3c4cc(CN5CCOCC5)c(O)cc4CCC3C1CCC2=O (stereo not given)	3%
Cc1cc(-c2nc3ccccc3s2)ccc1N	-1%
COC(=O)c1ccc(OC(=O)CCS(=O)(=O)c2ccc(C)cc2)cc1	-9%
CCCn1nc(C(=O)N2CCc3ccccc32)c2ccccc2c1=O	-12%
CCC(Oc1ccccc1)C(=O)N(CC)CC(=O)NCc1ccc(F)cc1 (stereo not given)	-1%
CC(C)Oc1cc2ccccc2cc1CNC[C@H]1O[C@@H](n2cnc3c(N)ncnc32)[C@H](O)[C@@H]1O	1%	NS5 inhibitors pilot replicate=1.5
O=S(=O)(NC1=NCCCCC1)c1ccc(Cl)cc1Cl	1%
c1ccc(CCCCN2C(Nc3ccccc3)=NC[C@@H]2Cc2ccccc2)cc1	-4%
CCCCCCNC(=O)O[C@H]1CN(C(=O)OC(C)C)N(C(=O)OC(C)C)[C@@H]2CN(S(=O)(=O)c3ccc(C)cc3)C[C@]12O	-7%
O=C(NCCCN1CCCC1=O)c1cccc(S(=O)(=O)Nc2ccc(Br)cc2)c1	4%
CN(C)CCNC(C(=O)Nc1cccc(S(=O)(=O)N2CCOCC2)c1)c1ccccc1 (stereo not given)	8%
CCOc1ccc(OCCC(=O)N2CCN(S(=O)(=O)c3ccc(F)cc3)CC2)cc1	4%
COC(=O)[C@@H](Cc1c[nH]c2ccccc12)NCc1ccc(B(O)O)cc1	0%
CN(C)C(CNC(=O)c1cccc(S(=O)(=O)NCc2ccccc2)c1)c1ccco1 (stereo not given)	-3%
Cc1ccc(NC(=O)c2ccc(COc3ccccc3[N+](=O)[O-])o2)nc1	-11%
O=C(Nc1cc(-c2ccccc2)cs1)c1ccco1	-3%
CCOC(=O)c1c(NC(=O)COC(=O)c2cccnc2OCC)sc(C(=O)N(CC)CC)c1C	0%
O=C(N[C@@H]1C/C=C\C[C@@H](CC(=O)N(CCO)Cc2ccccc2)C(=O)NCCOC1=O)OCC1c2ccccc2-c2ccccc21	2%
Nn1c(COc2ccccc2F)nnc1SCC(=O)NC1CC1	-5%
COc1ccc(-c2cc(C(=O)OCC(=O)N3CCCCC3)c3ccccc3n2)cc1OC	7%
COc1ccc(NC(=O)COC(=O)C23CC4CC(CC(O)(C4)C2)C3)cc1Cl	-8%
COc1cc2ccc(CC(N)=O)cc2cc1OC	5%
COC(=O)CCc1c[nH]c2ccc([N+](=O)[O-])cc12	-4%
O=C1[C@H](Cc2ccccc2)NCCCC[C@@H](c2ccc(Cl)cc2)N1Cc1ccc(Cl)cc1	-2%
O=C(c1cc(Br)c(Br)s1)N1CCc2ccccc2C1	-2%

Quoted at random: 3 entries already listed, in no set order.
SMILES	NS5 inhibitors	others
COC(=O)[C@@H](Cc1c[nH]c2ccccc12)NCc1ccc(B(O)O)cc1	0%
CN(C)C(CNC(=O)c1cccc(S(=O)(=O)NCc2ccccc2)c1)c1ccco1 (stereo not given)	-3%
c1ccc(CCCCN2C(Nc3ccccc3)=NC[C@@H]2Cc2ccccc2)cc1	-4%

Of the compounds above, three have a furan ring, fused or not.
SMILES	NS5 inhibitors	others
CN(C)C(CNC(=O)c1cccc(S(=O)(=O)NCc2ccccc2)c1)c1ccco1 (stereo not given)	-3%
Cc1ccc(NC(=O)c2ccc(COc3ccccc3[N+](=O)[O-])o2)nc1	-11%
O=C(Nc1cc(-c2ccccc2)cs1)c1ccco1	-3%

In the list so far, these contain a Cl atom:
SMILES	NS5 inhibitors	others
CCCCN(CCCC)CCC(O)c1cc2c(Cl)cc(Cl)cc2c2cc(C(F)(F)F)ccc12 (stereo not given)	10%
CN(CC(=O)Nc1ccccc1Cl)C(=O)c1ccc(Cl)c(S(=O)(=O)N2CCCCCC2)c1	3%
O=S(=O)(NC1=NCCCCC1)c1ccc(Cl)cc1Cl	1%
COc1ccc(NC(=O)COC(=O)C23CC4CC(CC(O)(C4)C2)C3)cc1Cl	-8%
O=C1[C@H](Cc2ccccc2)NCCCC[C@@H](c2ccc(Cl)cc2)N1Cc1ccc(Cl)cc1	-2%

Other results follow.
SMILES	NS5 inhibitors	others
O=C(NNC(=O)C1CCC1)c1ccc(F)cc1	-5%
CN(CC(=O)Nc1ccc(Cl)cc1)C(=O)c1ccc(COc2ccccc2)cc1	-9%
Cc1ccc(C(=O)OCc2nc3ccccc3s2)o1	-18%
Cc1ccc(N2CC(NC(=O)C(=O)c3c(C)[nH]c4ccccc34)CC2=O)cc1C (stereo not given)	-1%
CC1CCCCN1C(=S)NC(=O)c1ccco1 (stereo not given)	-12%
c1ccc(Sc2ccncc2)cc1	4%
CN(C)S(=O)(=O)c1ccc(N2CCCC2)c(C(=O)NCC2CCCO2)c1 (stereo not given)	-1%
COc1ccc(/C=N/NC(=O)CNS(=O)(=O)c2ccccc2)cc1	-9%
CC(NS(=O)(=O)CCNC(=O)c1ccccc1)c1ccccc1 (stereo not given)	-9%
O=S(=O)(Nc1cc(S(=O)(=O)N2CCOCC2)ccc1NCC1CCCO1)c1ccc(F)cc1 (stereo not given)	-4%
COc1cc(CNc2ccc(S(N)(=O)=O)cc2)ccc1OCc1ccccc1F	-6%
O=C(NCCNC(=O)Oc1cccc2ccccc12)Oc1cccc2ccccc12	3%
COc1ccc(/C=C(\C#N)C(=O)OCC(=O)N(C)C2CCS(=O)(=O)C2)cc1 (stereo not given)	-6%
CCC(C)c1ccc(NC(=O)COC(=O)C2CCCC2)cc1 (stereo not given)	12%
CNc1snc(C)c1C(=O)OCC(=O)NCc1ccccc1OC	-9%
COCCn1c(C)cc(C(=O)CN2C(=O)NC3(CCCCCC3)C2=O)c1C	-1%
CC1(C)Cc2cccc(OCC(=O)Nc3ccc(S(N)(=O)=O)cc3)c2O1	-1%
Cc1c(C(=O)NNC(=O)c2ccccc2O)oc2ccc(Br)cc12	-4%
CCOC(=O)Cn1c(C(F)(F)F)nc2nc(Cl)c(Cl)nc21	1%
CCOC(=O)C1=CN(Cc2cccc(F)c2)S(=O)(=O)N(CC)C1c1cccc(OC)c1 (stereo not given)	-2%	NS5 inhibitors pilot replicate=5.1
Cc1ccc(S(=O)(=O)N2CCN(C(=O)CNC(=O)c3sc4ccccc4c3Cl)CC2)cc1	1%
Cc1ccc(N=Cc2ccccc2O)cc1Cl	-2%
COCOCCn1cc(CN2CCS(=O)(=O)N(Cc3ccc(-c4ccc(C)cc4)cc3)C(C(C)C)C2=O)nn1 (stereo not given)	-4%
COc1ccc(C(=O)Nc2ccccc2N2CCOCC2)cc1Br	9%
CCN(C(=O)COC(=O)Cn1c(=O)oc2ccccc21)c1c(N)n(Cc2ccccc2)c(=O)[nH]c1=O	2%

Additional structures.
SMILES	NS5 inhibitors	others
CCCCNS(=O)(=O)CCNCc1ccco1	9%
O=S(=O)(Nc1ccc(-c2ccc3nncn3n2)cc1)c1ccccc1Cl	-8%
COc1ccc(-c2oc(=O)c3cc(OC)c(OC)cc3c2C(F)(F)F)cc1	-3%
CC(C)CCOc1ccc(C(=O)NCC(c2cccs2)N2CCOCC2)cc1 (stereo not given)	-6%
O=C(C=Cc1ccccc1)NCCNC(=O)C=Cc1ccccc1	-8%
CCCCn1c(N)c(N(CC(C)C)C(=O)c2oc3c(Cl)cccc3c2C)c(=O)[nH]c1=O	4%
COCCOC(=O)c1c(NC(=O)COC(=O)c2ccc(C)o2)sc(C(N)=O)c1C	-5%
CC(C)(C)OC(=O)C[C@H]1C/C=C\C[C@@H](CC(=O)N[C@H](CO)Cc2ccccc2)C(=O)NC[C@@H](c2ccccc2)OC1=O	-6%
Cc1ccc(NC(=O)COC(=O)CNC(=O)c2cccs2)cc1S(=O)(=O)N1CCOCC1	-1%
O=C(/C=C/c1cccc(Cl)c1Cl)OCC(=O)N1CCOCC1	-4%
COc1ccc(Cl)cc1-c1nc(SCC(=O)N(C)C2CCS(=O)(=O)C2)n[nH]1 (stereo not given)	-1%
O=C(NC(C(=O)c1ccccc1)c1ccccc1)c1ccccc1 (stereo not given)	-2%
CN1CCN(CCCNc2nc3ccccc3c3nc(-c4ccccc4)nn23)CC1	-1%
COc1ccccc1/C=C/C(=O)OCC(=O)NC1CC1	0%
O=C(CSc1nnc(Nc2ccccc2F)s1)NC(=O)CN1CCCC1=O	-4%
CN1CCN(NC(=O)c2c(-c3ccccc3)sc3ccccc23)CC1	-9%
O=C(COc1ccc(Cl)cc1)NNC(=O)c1ccc2c(=O)n3c(nc2c1)CCC3	-6%
COc1ccc(C(C)=O)cc1OCc1ccccc1	6%
CN(Cc1ccc(F)cc1)C(=O)c1cccc(S(=O)(=O)N2CCN(c3ccccc3)CC2)c1	-3%
Cc1cccc([C@@H]2[C@@H]3C(=O)N(Cc4ccccc4)C(=O)[C@@H]3[C@]3(Cc4ccc(Cl)cc4)C(=O)N(c4cccc(Cl)c4)C(=O)N23)c1	-19%
CCN(CC(=O)Nc1ccc(NC(C)=O)cc1)C(=O)CCCOc1cccc(C)c1	-10%
C[C@@H]1CN([C@@H](C)CO)C(=O)c2cccc(NC(=O)c3ccncc3)c2O[C@@H]1CN(C)Cc1ccc(-c2ccccc2)cc1	-2%
O=C(c1cc(COc2cccc(C(F)(F)F)c2)on1)N1CCCC1	1%
NC(=O)C1CCN(C(=O)c2ccc(Cl)c(S(=O)(=O)N3CCCCCC3)c2)CC1	-4%
Cc1cc(C)n(CCCNC(=O)c2ccc(C)o2)n1	-2%
Cn1nnnc1Sc1ncnc2scc(-c3ccccc3Br)c12	-5%
COC(=O)c1cc(CNC(=O)c2ccc(S(=O)(=O)N(C)c3ccccc3)cc2)ccc1OC	1%
Cc1nc(C)c(C(=O)OCC(=O)NCc2ccccc2Cl)s1	0%
COC(=O)[C@H](Cc1ccccc1)NS(=O)(=O)c1ccc(F)cc1Br	-5%

At a glance, part of the list above:
SMILES	NS5 inhibitors	others
CCCCNS(=O)(=O)CCNCc1ccco1	9%
O=S(=O)(Nc1ccc(-c2ccc3nncn3n2)cc1)c1ccccc1Cl	-8%
COc1ccc(-c2oc(=O)c3cc(OC)c(OC)cc3c2C(F)(F)F)cc1	-3%
CC(C)CCOc1ccc(C(=O)NCC(c2cccs2)N2CCOCC2)cc1 (stereo not given)	-6%

Only part of the results is shown; the hit share may differ from the screen's.
